# PI4K2A block – PI4K2A (human) kinase inhibition; purified PI4K2A, ADP-Glo luminescence, 1 h; hits give low values; activity change, negative = inhibition, % at 76.9 µM; 420,000 tested, 0.13% active; in the data active = activity change below about -50%; inconclusive = mostly about -30% to -49%;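 also: -100% = wells without enzyme as full effect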
# Target sequence (Q9BTU6 whole entry, looked up): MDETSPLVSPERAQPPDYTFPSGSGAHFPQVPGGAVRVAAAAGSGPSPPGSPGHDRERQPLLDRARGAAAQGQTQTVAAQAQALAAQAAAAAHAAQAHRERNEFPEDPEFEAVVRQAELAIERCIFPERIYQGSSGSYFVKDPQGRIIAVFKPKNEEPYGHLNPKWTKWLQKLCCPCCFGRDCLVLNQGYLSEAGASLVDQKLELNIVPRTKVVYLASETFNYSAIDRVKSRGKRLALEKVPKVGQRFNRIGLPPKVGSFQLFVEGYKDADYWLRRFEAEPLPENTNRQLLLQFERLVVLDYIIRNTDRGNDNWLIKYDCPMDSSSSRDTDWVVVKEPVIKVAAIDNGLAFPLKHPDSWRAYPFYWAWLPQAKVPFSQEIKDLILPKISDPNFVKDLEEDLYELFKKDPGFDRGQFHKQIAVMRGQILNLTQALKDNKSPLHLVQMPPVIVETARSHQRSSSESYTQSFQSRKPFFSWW
#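 ADP-Glo luminescence measured ADP generated by PI4K2A enzyme (4 ug/mL before mixing) with 1.2 mM PI substrate (pre-mix) and 300 microM ATP (pre-mix). Tris pH7.5 buffer with MgCl2, Triton X-100; 1 h reaction at ambient temperature.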
# USP1-UAF1 inh – USP1/UAF1 (human) deubiquitinase inhibition; Potency, µM (doses to about 57.1 µM), for inactives: at the highest dose activity change, negative = inhibition, most hits filed as inhibitors; 390,000 tested, 0.23% active; recombinant USP1/UAF1, Ub-Rhodamine cleavage fluorescence; O94782; AID 743255; also: potency is read from the fitted curve at half-maximal effect; % is scaled to controls: 0 for no effect and ±100 for the full control effect; nearly all actives have a fitted effect of over 60% in size; inactives centre near -12
#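 In this screen, compounds sit with the deubiquitinase complex (1nM) for 15 min at room temperature before Ub-Rho is added at 150nM final. Fluorescence rise is then followed for 6 reads every 60 seconds.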
# TRHR agonist – TRH receptor (human) agonism | AID 493084 | 360,000 tested, 0.18% active | TRHR cells, calcium flux fluo-8, FDSS agonist mode | activation, % at 2 µM; in the data active = activation above about 30%; also: 0% is about no effect
# Target sequence (P34981 whole entry, looked up): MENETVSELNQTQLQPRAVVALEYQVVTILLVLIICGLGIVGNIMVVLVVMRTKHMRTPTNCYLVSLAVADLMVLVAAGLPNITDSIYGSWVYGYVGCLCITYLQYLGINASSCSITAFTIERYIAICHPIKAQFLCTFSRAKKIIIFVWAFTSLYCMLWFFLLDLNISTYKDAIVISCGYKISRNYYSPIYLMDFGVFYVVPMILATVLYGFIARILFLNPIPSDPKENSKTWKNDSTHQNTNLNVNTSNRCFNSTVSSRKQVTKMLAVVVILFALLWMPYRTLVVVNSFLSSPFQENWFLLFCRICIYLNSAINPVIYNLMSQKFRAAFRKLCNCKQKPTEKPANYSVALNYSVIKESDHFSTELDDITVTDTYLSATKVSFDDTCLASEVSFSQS
#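 TRHR-expressing cells, plated overnight in medium with 10% serum, were loaded with fluo-8 calcium dye at room temperature. After a 10 s baseline, library compound was pin-added and calcium release was recorded kinetically (ex 480/em 530) as agonist response.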
# D2 antag – antagonists of human D2 dopamine receptor | P14416 | HEK293 TREx D2 cells, calcium flux, dopamine EC80 | 340,000 tested, 2% active | AID 485344 | inhibition, % at 10 µM; in the data active = inhibition above about 30%; also: 0% is about no effect
#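 Tetracycline-induced HEK293 T-REx cells expressing D2 force-coupled to calcium signalling were dye-loaded, exposed to compound for 180 s, then challenged with an EC80 of dopamine; calcium flux was followed kinetically for a further 180 s.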
# TRHR enhancer – allosteric enhancers of human TRH receptor | TRHR cells, fluo-8 calcium fluorescence, EC20 TRH enhancement | enhancement, % at 2 µM | 360,000 tested, 0.66% active; in the data active = enhancement above about 30%; also: 0% is about no effect
#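 TRHR-expressing cells loaded with fluo-8 calcium dye were read kinetically (ex 480/em 530) during compound addition, then stimulated with an EC20 of TRH (10 nM final). Enhancement of the Gq-mediated intracellular calcium response was scored.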
# mIDH1 inhibitor – blocks human mutant IDH1 R132H enzyme. IDH1-R132H enzyme, NADPH consumption, diaphorase/resazurin fluorescence. 390,000 tested, 0.093% active. Potency, µM (series often up to 76.6 µM), for the others: at the top dose activity change, negative = inhibition, hits mostly inhibitors; also: potency is read from the fitted curve at half-maximal effect; % is scaled to controls: 0 for no effect and ±100 for the full control effect; nearly all actives have a fitted effect of over 65% in size
#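 IDH1-R132H (0.5 ug/mL dispensed) in pH 7.5 Tris buffer was preincubated 30 min with compound, then given a substrate mix of 0.016 mM NADPH and 2 mM alpha-KG for 80 min at room temperature; remaining NADPH was read by diaphorase/resazurin fluorescence.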
# TrxR1 inh – rat TrxR1 inhibition | AID 588453 | O89049 | Potency, µM (titrated, usually from 114 µM), without a hit: at the highest dose activity change, negative = inhibition, actives largely listed as inhibitors | 390,000 tested, 1% active | recombinant rTrxR1, NADPH fluorescence consumption, selenite substrate; also: potency is read from the fitted curve at half-maximal effect; % is scaled to controls: 0 for no effect and ±100 for the full control effect; nearly all actives have a fitted effect of over 65% in size
#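 Rat TrxR1 (90 nM in the dispensed reagent) was pre-reduced with 400 uM NADPH for 5 min at room temperature, then incubated with compound for 15 min. After 400 uM selenite was added, NADPH fluorescence (Ex 340/Em 450 nm) was followed for 8 min.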
# D2 ag – activates the human D2 dopamine receptor; HEK293 T-REx D2 cells, calcium flux agonist mode; activation, % at 2 µM; P14416; 340,000 tested, 0.53% active; AID 485358;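 active = activation over 3 SD above normal in the single-dose calcium agonist read, cut at about 30% in these data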; also: 0% is about no effect
#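 Agonism scored from kinetic calcium signal (1 read/sec, 180 s) following compound pin transfer, after a 10 s baseline. Cells: HEK293 Trex line expressing inducible D2 receptor coupled to calcium, dye-loaded after overnight culture at 30 C.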
# TrxR1 substrate – is turned over as a substrate by rat TrxR1 | 390,000 tested, 0.01% active | Potency, µM (titrated, usually from 114 µM), for inactives: at the top dose activity change, negative = substrate turnover | purified TrxR1 substrate turnover, NADPH consumption readout | O89049; also: potency is read from the fitted curve at half-maximal effect; % is scaled to controls: 0 for no effect and ±100 for the full control effect; nearly all actives have a fitted effect of over 50% in size
#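 Rat TrxR1, dispensed at 90 nM, was prereduced with 400 uM NADPH (final) for 5 min at ~22 deg C, then incubated with compound 15 min before 400 uM selenite. A first-read NADPH fluorescence drop versus no-compound background flagged substrates.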
# An asterisk follows results filed as active; ? = inconclusive; . = no result given; & = joins results of further samples; [ ] = remark or other dose. Unless noted, calls follow the shape of the dose curve; as a rule, active = well fitted inhibition curve with a large enough effect; inconclusive = small, poorly fitted or top-dose-only effect; inactive = no such curve, though single readings can be large or run the other way.
Structure,PI4K2A block,USP1-UAF1 inh,TRHR agonist,D2 antag,TRHR enhancer,mIDH1 inhibitor,TrxR1 inh,D2 ag,TrxR1 substrate
CN(C)CCCN(C(=O)COc1ccccc1)c1nc2ccc(F)cc2s1,4,-2%,1.3,3,23,-4%,-7%,0.1,-5%
COc1ccc(/C=C/C(=O)c2ccc(OC)cc2OC)c(OC)c1,1,16%,-0.1,-10,5,4%,-8%,0.6,-11%
C=CCc1c(C)[nH]c2c(OC)cccc2c1=S,-2,-18%,-0.5,-25,-6,1%,-4%[57.1 µM],0.8,7%[57.1 µM]
CCO[C@H]1OC(C(=O)O)=C[C@@H](c2csc3ccccc23)[C@@H]1CCCO,1,-20%,0.0,32*,1,-5%,-7%[57.1 µM],-0.2,-4%[57.1 µM]
CC(=O)Nc1ccc(NC(=O)CCN2C(=O)C3CC=CCC3C2=O)cc1 (stereo unspecified),6,-16%,0.2,16,-2,4%,24%,1.4,0%
O=C(Nc1ccc(F)cc1)Nc1cccnc1Cl,-2,-16%,-0.5,13,1,2%,6%,-0.5,5%
C=CCNC(=O)C(=O)NCCOc1ccccc1Cl,4,-16%,0.0,7,-6,-1%,2%,0.5,-3%
COc1ccccc1NC(=O)C1=C(C)Nc2nc(-c3ccccc3)nn2C1c1ccccn1 (stereo unspecified),-3,-14%,-1.0,-2,-3,-7%,-10%,-0.5,-6%
COc1ccc(NC(=O)c2cc([N+](=O)[O-])ccc2NC(=O)CNCc2ccccn2)c(OC)c1,-7,-6%,0.8,-18,5,11%,15%[57.1 µM],0.3,-14%
CCC1(C)Cc2ccccc2-c2nc3n(c(=O)c21)CCCCC3 (stereo unspecified),-6,-1%,-0.1,24,-3,4%,31%,1.1,2%
COc1cccc(/C(O)=C2/C(=O)C(=O)N(CCN(C)C)C2c2ccc(Br)cc2)c1 (stereo unspecified),-1,-4%,0.1,5,-2,3%,?,0.4,-10%
COc1ccccc1/C=N/NC(=O)CCSc1ccccc1,1,-24%,-0.2,-16,1,12%,30%,-2.6,6%
CCCc1cnc2c(c1SCc1cccc(F)c1)c(=O)n(C)c(=O)n2C,0,?,0.5,.,-2,1%,-2%[57.1 µM],0.9,-9%[57.1 µM]
CNC(=O)C1CCCN1S(=O)(=O)c1ccc(OC)cc1 (stereo unspecified),-3,-19%,1.2,.,1,0%,17%[57.1 µM],.,10%[57.1 µM]
CC(C)C(=O)Nc1ccc(C(=O)CSc2nnc(C3CC3)n2C2CC2)cc1,3,-1%,-0.1,-10,2,4%,-7%,0.0,-6%
CCCNC(=O)c1ccccc1NC(=O)c1ccccc1N(C)S(=O)(=O)c1ccccc1,-1,5%,-0.4,13,-3,1%,-7%,0.0,-12%
CCc1ccc(OCCCC(=O)Nc2cccc(C(=O)O)c2)cc1,0,-21%,0.1,-10,1,11%,10%,-0.1,5%
CC(C)CCNC(=O)CN1C(=O)COc2ccc(S(=O)(=O)N3CCOCC3)cc21,3,-25%,-0.3,.,-16,4%,11%,0.6,5%
CCOC(=O)C1CCN(S(=O)(=O)c2ccc(CC)cc2)CC1,-1,-20%,-0.2,9,11,2%,-3%[57.1 µM],-0.7,8%[57.1 µM]
COc1cc(NC(=O)Cn2cnc(S(=O)(=O)N3CCc4ccccc43)c2)cc(OC)c1OC,-4,-20%,-0.1,17,-2,-1%,10%,-0.1,1%
COc1ccc(CNC(=O)/C=C/C(=O)O)cc1OC,-6,-19%,-0.3,.,0,-1%,-6%,.,-4%
Cc1nc2ccc(C(=O)N/N=C/c3ccccc3O)cc2[nH]1,3,-3%,0.7,4,-9,-2%,0%,-0.5,-2%
CCn1c(SCC(=O)NNC(=S)Nc2ccc(C)cc2)nnc1-c1ccc(Cl)cc1,-6,-10%,-0.5,-5,11,-5%,?,-0.2,-5%
NS(=O)(=O)c1cc(C(=O)OCC(=O)c2ccccc2)c(Cl)cc1Cl,4,-3%,-0.5,-18,8,2%,11%,-0.8,-2%
COc1cc(NC(=O)c2[nH]cnc2C(N)=O)cc(C(=O)Nc2cccc(C(F)(F)F)c2)c1,-1,-21%,.,.,.,-5%,25%,.,9%
O=C(NCCCN=C1NS(=O)(=O)c2ccccc21)c1ccc(Cl)cc1,1,5%,-0.2,18,-1,2%,5%,5.6,1%
Cc1csc(SCC(=O)Nc2ccc(C)c(F)c2)n1,2,-14%,-0.7,37*,-3,-2%,20%,-1.4,0%
Cc1ccc(NCc2ccccc2-c2nnc(-c3ccccc3Cl)o2)cc1Cl,-1,-10%,0.3,.,6,36%[activator],4%,0.3,-8%
CN1CCN(CC(C)(C)NS(=O)(=O)c2ccc(Cl)cc2)CC1,-2,-10%,0.4,-6,-5,2%,3%,-0.7,15%[57.1 µM]
Cc1cccc(NC(=O)CSc2nc3c([nH]c4ccccc43)c(=O)n2-c2ccc(F)cc2)c1C,-1,13%,-0.6,.,3,0%,24%[57.1 µM],1.1,5%[57.1 µM]
COc1ccc(-n2ncc3c2ncn2nc(-c4ccc(Cl)cc4Cl)nc32)cc1,6,-21%,0.5,.,-3,.,20%,0.6,5%
Cc1cccc(Cn2c(NCC(C)O)nc3c2c(=O)n(C)c(=O)n3C)c1 (stereo unspecified),1,5%,-0.3,.,-5,-1%,-11%,.,-7%
CCOC(=O)c1noc2nc(C)n(CC(=O)NC(C)CC)c(=O)c12 (stereo unspecified),-4,?,0.1,.,34*,3%,5%[57.1 µM],0.9,2%[57.1 µM]
CN1CCN(CCCNc2nc3ccccc3c3nc(-c4ccccc4)nn23)CC1,-24,-10%,.,.,.,8%,19%,.,10%
Cc1cccc(NCc2nc3ccccc3n2Cc2ccccc2)c1,-3,-17%,0.0,-6,-3,5%,-17%,-1.0,-10%
Nc1c(N(CCC2=CCCCC2)C(=O)COc2ccc([N+](=O)[O-])cc2)c(=O)[nH]c(=O)n1Cc1ccccc1,2,-13%,.,.,.,-4%,-10%,.,-8%
CCN(c1ccccc1)S(=O)(=O)c1cc(C(=O)Nc2ccc(Br)cc2)ccc1F,1&-2,-1%&-9%,1.4&1.4,-7,-8&-2,0%&-12%,-16%,-0.1&1.2,-9%
CCOC(=O)CN1C(=O)C(=O)N(Cc2c(F)cccc2Cl)C1=O,-2,1%,0.5,8,-4,3%,2%,1.7,10%[57.1 µM]
COCC(C)n1c(C)cc(C(=O)CSc2nc(C)c(C)c(C)n2)c1C (stereo unspecified),5,-18%,0.2,3,4,3%,8%,2.6,4%
COc1ccc(N/N=C(/Oc2ccc([N+](=O)[O-])cc2)C(C)=O)cc1,8,-6%,0.4,-5,3,-3%,-9%,0.2,-10%
O=c1[nH]c(C2CCCN(S(=O)(=O)c3ccccc3F)C2)nc2c1nnn2Cc1ccccc1Cl (stereo unspecified),1,-21%,0.1,-10,-5,0%,20%,-2.6,3%
COc1cccc(C2=NOC(C(=O)N3CCN(c4ccccc4)CC3)C2)c1OC (stereo unspecified),-6,-7%,-1.2,-8,-5,-7%,4%[57.1 µM],-0.6,-1%[57.1 µM]
CO/N=C/NC(=O)c1ccc([N+](=O)[O-])c(CS(=O)(=O)c2ccc(Cl)cc2)c1,-4,-16%,0.2,3,2,0%,8%[57.1 µM],-1.6,-8%[57.1 µM]
Cc1ccc(C)c(N(CC(=O)NCc2ccco2)C(=O)CCC(=O)Nc2nccs2)c1,-1,-8%,1.0,8,-4,6%,20%,-0.7,0%[0.457 µM]
Cc1ccc(CC(=S)N2CCOCC2)cc1,-1,-17%,0.1,-9,-2,-3%,12%,0.0,7%
O=C(CNS(=O)(=O)c1cccs1)NCc1ccc(F)cc1,2,-19%,-0.1,-6,0,0%,4%[57.1 µM],0.3,0%[57.1 µM]
Nc1c(C(=O)c2ccc(F)cc2)sc(Nc2ccccc2F)c1S(=O)(=O)c1ccc(Br)cc1,2,-2%,3.9,.,-14,-13%,10%[57.1 µM],9.9,-2%[57.1 µM]
COCc1ccc(CN2CCC(C(=O)Nc3cccc(-c4cccc(Cl)c4)c3)CC2)o1,-5,-14%,0.2,34*,2,2%,11%,-0.4,6%
CC(SCc1ccccc1)C(=O)N/N=C/c1cc2c(cc1Br)OCO2 (stereo unspecified),3,-4%,0.1,-13,-3,-2%,11%,0.1,-8%
COC(=O)c1ccc(-n2c(C)cc(C(=O)COC(=O)CNS(=O)(=O)c3ccc(C)cc3)c2C)cc1,0,?,-0.4,-11,-1,-2%,11%,-1.2,1%[57.1 µM]
CN=C1S/C(=C\c2cccc(Cl)c2Cl)C(=O)N1C,-2,-18%,.,.,.,4%,28%,.,-2%
Cc1ccc(NC(=O)c2cc(=O)[nH]c3ccc(S(=O)(=O)N4CCOCC4)cc23)cc1,3,-14%,0.0,-2,2,-6%,23%,0.3,-1%
Cc1ccc(CN2[C@@H](CC(C)C)COCCS2(=O)=O)cc1,2,-11%,.,.,.,-16%,2%,.,-6%

# In a second layout: results already given
# Results follow in this order: PI4K2A block	USP1-UAF1 inh	TRHR agonist	D2 antag	TRHR enhancer	mIDH1 inhibitor	TrxR1 inh	D2 ag	TrxR1 substrate
- O=C(CNS(=O)(=O)c1cccs1)NCc1ccc(F)cc1
  2	-19%	-0.1	-6	0	0%	4%[57.1 µM]	0.3	0%[57.1 µM]
- Nc1c(C(=O)c2ccc(F)cc2)sc(Nc2ccccc2F)c1S(=O)(=O)c1ccc(Br)cc1
  2	-2%	3.9	.	-14	-13%	10%[57.1 µM]	9.9	-2%[57.1 µM]

# Single entries from the results shown.
# `CO/N=C/NC(=O)c1ccc([N+](=O)[O-])c(CS(=O)(=O)c2ccc(Cl)cc2)c1` in TrxR1 substrate is listed with -8%[57.1 µM]
# `O=C(CNS(=O)(=O)c1cccs1)NCc1ccc(F)cc1` in TRHR agonist is listed with -0.1
# `CC(SCc1ccccc1)C(=O)N/N=C/c1cc2c(cc1Br)OCO2` (stereo unspecified) in TRHR enhancer is listed with -3

# Screens (PubChem BioAssay)
